Jurkat NFkB inh – inhibitors of the PMA/ionomycin-induced NF-kB reporter in Jurkat cells | PMA/ionomycin-induced NF-kB luciferase reporter, luminescence | 330,000 compounds, 0.53% hits | AID 435003 | inhibition, % at 4 µM
HKDC1 inh – inhibitors of human hexokinase HKDC1; Q2TB90; recombinant HKDC1, G6PDH/diaphorase resazurin coupled fluorescence; inhibition, % at 20 µM; 340,000 compounds, 0.16% hits;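 active means inhibition above about 35% when tested at 20 µM, limit read from the data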;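 further: plate controls were DMSO wells with enzyme for no effect and DMSO wells lacking enzyme for full effect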
Target sequence (Q2TB90 whole entry, looked up): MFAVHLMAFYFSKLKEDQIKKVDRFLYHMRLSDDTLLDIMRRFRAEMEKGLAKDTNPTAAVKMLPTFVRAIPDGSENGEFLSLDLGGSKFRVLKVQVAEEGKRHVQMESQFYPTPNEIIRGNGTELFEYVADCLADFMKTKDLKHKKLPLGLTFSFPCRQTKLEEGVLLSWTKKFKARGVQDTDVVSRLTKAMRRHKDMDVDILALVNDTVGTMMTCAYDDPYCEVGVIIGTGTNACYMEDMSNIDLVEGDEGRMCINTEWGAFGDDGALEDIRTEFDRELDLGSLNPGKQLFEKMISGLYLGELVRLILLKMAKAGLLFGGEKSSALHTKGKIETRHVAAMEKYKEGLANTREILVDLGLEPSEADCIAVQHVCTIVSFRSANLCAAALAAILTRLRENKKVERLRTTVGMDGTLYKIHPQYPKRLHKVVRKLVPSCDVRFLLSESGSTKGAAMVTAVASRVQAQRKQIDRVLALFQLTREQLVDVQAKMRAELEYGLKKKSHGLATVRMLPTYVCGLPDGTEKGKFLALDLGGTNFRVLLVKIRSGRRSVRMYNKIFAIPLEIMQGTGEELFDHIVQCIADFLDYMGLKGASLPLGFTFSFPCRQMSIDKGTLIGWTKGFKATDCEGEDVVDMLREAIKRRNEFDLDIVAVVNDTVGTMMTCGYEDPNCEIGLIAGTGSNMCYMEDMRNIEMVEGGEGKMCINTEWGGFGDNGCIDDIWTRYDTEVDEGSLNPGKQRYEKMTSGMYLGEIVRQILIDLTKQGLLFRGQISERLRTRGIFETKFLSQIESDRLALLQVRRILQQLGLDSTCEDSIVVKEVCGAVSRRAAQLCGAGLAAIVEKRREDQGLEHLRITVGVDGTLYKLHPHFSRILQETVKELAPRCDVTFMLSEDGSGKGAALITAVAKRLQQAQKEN
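Test system: recombinant HKDC1 (HK5) hexokinase enzyme, produced in-house / Doses: 20 µM test compound, 1% DMSO / Timing: 90 min, room temperature / Detection: G6PDH/diaphorase-coupled fluorescence, 1 mM NADP, 100 µM resazurin, 525/613 nm / Control set: DMSO wells with and without enzyme mix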
SENP7 block – blocks the human protease SENP7. Q9BQF6. recombinant SENP7, Z-RLRGG-aminoluciferin luminescence, 40 min. inhibition, % at 5 µM. 330,000 compounds, 1.5% hits. AID 434973;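 active means inhibition above about 50% at the single test dose, limit read from the data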;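 further: plate controls were DMSO with enzyme for no effect and no enzyme buffer wells for full effect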
Gli-Sufu block – antagonists of Gli-Sufu signaling | Sufu-KO-LIGHT fibroblasts, Gli luciferase reporter luminescence | inhibition, % at 5 µM | 340,000 compounds, 0.74% hits | AID 588413;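 active means inhibition above about 55%, limit read from the data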;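 further: 0% = DMSO-treated cells and 100% = wells with medium but no cells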
Apaf1 inhib – inhibitors of human Apaf-1 apoptosome. O14727. inhibition, % at 20 µM. 330,000 compounds, 0.71% hits. reconstituted apoptosome caspase-3 activity, DEVD-Rh110 fluorescence; active means inhibition of at least 40% at 20 µM;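 further: plate controls were DMSO wells for no effect and DEVD-CHO caspase inhibitor wells for full effect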
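Assay system: Apoptosome proteins | Medium: pH 7.5 Hepes buffer with CHAPS, BSA, DTT | Also added: Cytochrome c and DEVD-Rh110 substrate | Times: 30 min plus 50 min, RT | Detection: Rhodamine 110 fluorescence at Ex 480/Em 540 nm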
UBC13 inh – inhibitors of human UBC13 polyubiquitin chain formation; P61088; TR-FRET; 330,000 compounds, 0.47% hits; inhibition, % at 20 µM; in the data active means inhibition above about 45%, passing the limit was not always enough
Target sequence (P61088 whole entry, looked up): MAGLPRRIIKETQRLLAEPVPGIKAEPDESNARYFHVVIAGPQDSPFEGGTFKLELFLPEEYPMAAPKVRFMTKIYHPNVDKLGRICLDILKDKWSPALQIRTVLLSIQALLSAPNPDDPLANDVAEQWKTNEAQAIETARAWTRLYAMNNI
697 NFkB inh – inhibitors of the PMA/ionomycin-induced NF-kB reporter in 697 B cells | 697 B-cell NF-kB luciferase reporter, 16 h | inhibition, % at 4 µM | 330,000 compounds, 0.33% hits; in the data active means inhibition above about 35%
SENP8 inh – blocks the human protease SENP8. purified SENP8, Z-RLRGG-aminoluciferin cleavage, luminescence. inhibition, % at 10 µM. 330,000 compounds, 1.2% hits. AID 2540
* marks the source's active call; other numbers are inactive results. Unless noted, no stated cut-off is given here; in the data, active means inhibition above about 50%; inactive means the rest.

SMILES | Jurkat NFkB inh | HKDC1 inh | SENP7 block | Gli-Sufu block | Apaf1 inhib | UBC13 inh | 697 NFkB inh | SENP8 inh
S=c1[nH]nc(-c2ccc3ccccc3n2)n1-c1ccc(Cl)cc1 | -2 | 7 | -3 | 5 | -7 | -1 | -18 | 0
CCC(=O)N1CC2(C)CN(C(=O)CC)CC(C)(C1)C2 | 13 | -5 | 6 | 6 | 1 | 8 | -7 | 3
CC(=O)Nc1ccc(S(=O)(=O)Nc2cc(C)cn(Cc3ccc(C)cc3)c2=O)cc1 | -5 | 1 | 3 | 32 | 8 | -9 | 10 | 3
COc1ccc(C(=O)CSc2nncn2C)cc1 | -5 | -9 | 12 | 1 | -7 | -13 | 17 | -9
CCc1ccc(C(=O)NNc2ccc(F)cc2)cc1 | -7 | 2 | 5 | 2 | -21 | -1 | 12 | -3
CC1CCN(CC(=O)Nc2ccc(S(=O)(=O)N3C(C)CCCC3C)cc2)CC1 (stereo not given) | -5 | 0 | -9 | 13 | 11 | 5 | -17 | -2
CCC(=O)N1CCc2cc(S(=O)(=O)CCC(=O)NCc3cccc(OC)c3)ccc21 | 4 | 3 | -2 | -4 | -16 | 0 | 8 | -7
Cc1nn(-c2ccc(Br)cc2)c(=O)c2ccccc12 | -88 | 0 | 11 | -62 | 5 | 1 | -78 | -4
CCCCCCC1CC(=O)NC(=O)N1 (stereo not given) | -11 | -4 | -2 | 1 | -2 | -2 | 14 | -4
Cn1c(NCc2ccco2)nc2c1c(=O)n(Cc1ccc(Br)cc1)c(=O)n2C | 13 | -12 | 4 | 12 | 2 | 14 | 22 | 12
O=C1Nc2c(c(=O)[nH]c(=O)n2Cc2ccccc2)C1(NS(=O)(=O)c1ccccc1)C(F)(F)F (stereo not given) | 7 | -8 | -7 | 3 | 2 | -2 | 10 | -10
Cc1cccc(C)c1NC(=O)NC1(C(=O)N2CCCC2)CCCCC1 | 7 | -1 | -4 | 3 | -4 | -1 | 8 | -2
CC(=O)Nc1ccc(/C=N/NC(=O)c2cc3ccccc3nc2C)cc1 | -9 | -10 | -3 | 4 | 0 | -14 | 11 | -2
CC(C)(CO)C(O)C(=O)NCCC#N (stereo not given) | 0 | -2 | -8 | 9 | -2 | -2 | -1 | -13
CN(C)c1ccccc1C(=O)N1CCCC(Nc2ccc(F)cc2)C1 (stereo not given) | -11 | 4 | -4 | 7 | 13 | -2 | 2 | -6
CCCCCc1cc(=O)oc2c(C(CCN(CC)CC)c3ccc(N(C)C)cc3)c(OC)cc(OC)c12 (stereo not given) | -4 | 6 | 2 | 3 | 30 | 80* | 17 | -6
Cc1ccc(S(=O)(=O)Nc2nc3ccccc3nc2NCc2ccco2)cc1C | 6 | 0 | 7 | 28 | 18 | -18 | -65 | 1
COc1ccc2nc(N3C(=O)C(O)=C(C(=O)c4ccco4)C3c3ccccc3OC)sc2c1 (stereo not given) | -30 | 4 | -1 | -4 | 2 | -9 | -45 | 8
COc1cc(-c2cc(C(=O)OCC(=O)NC3CC3)c3ccccc3n2)cc(OC)c1OC | -1 | -2 | 0 | 7 | 5 | 15 | 18 | 7
O=C(O)c1cc(Cl)ccc1-c1ccc(/C=C/c2cc(C(F)(F)F)[nH]c(=O)n2)o1 | 5 | 3 | 3 | 0 | 3 | -16 | -2 | -1
COc1cc(CO)cc(Br)c1OCC(=O)O | -2 | 1 | -3 | -11 | 2 | 0 | -3 | -13
CC1=C(C(=O)Nc2ccccc2C)C(c2ccc(C)o2)C2=C(CCCC2=O)N1 (stereo not given) | -10 | 13 | 2 | 97* | -26 | -2 | -24 | -2
CCN1CCN(C(=O)CCc2nc3ccccc3n2-c2ccccc2)CC1 | -2 | 4 | -3 | 9 | -3 | 8 | 9 | 8
CN(C)CCN(C(=O)c1ccc(Br)s1)c1nc2cc3c(cc2s1)OCCO3 | -59 | 1 | -5 | 2 | -16 | 24 | -9 | -6
CCOC(=O)c1cccc(NC(=O)C2CCCN(c3nnc(N4CCCC4=O)s3)C2)c1 (stereo not given) | 12 | 13 | 0 | 6 | -2 | 1 | 13 | 2
CCOc1ccccc1C(=O)NCC(=O)OCc1csc(CC(=O)Nc2ccc(C)cc2)n1 | -13 | 0 | 5 | -21 | 8 | 5 | -26 | -8
Cc1cc(C)n(S(=O)(=O)c2cccc(Cl)c2Cl)n1 | 16 | 8 | -1 | 6 | 1 | -6 | -10 | -6
COC(=O)C(CC(C)C)NC(=O)c1ccc([N+](=O)[O-])c(C)c1 (stereo not given) | 0 | -2 | 11 | 8 | -6 | -2 | -1 | 0
CC1CCCN(c2ccc(C(=O)NCc3ccccc3)cn2)C1 (stereo not given) | -23 | -4 | 0 | -30 | 4 | 7 | 2 | 8
CCC(=O)N(Cc1ccco1)C1CC(=O)N(c2ccccc2)C1=O (stereo not given) | -24 | -10 | 6 | -8 | -3 | 0 | -2 | -3
Cc1cc(Nc2ccc3c(c2)OCCO3)c2cccc(C)c2n1 | 11 | -5 | 5 | 5 | -5 | 16 | 3 | 2
Cc1ccc(Cl)cc1N1CCN(C(=O)c2ccc(CN3CCOCC3)cc2)CC1 | -2 | -6 | 5 | 4 | -3 | -2 | -24 | 0
CCOc1ccc2nc(NC(=O)COc3ccc(N(C)S(=O)(=O)c4ccc(C)cc4)cc3)sc2c1 | 11 | 4 | -2 | -5 | -11 | -6 | -18 | 1
CCCCP(=O)(CCCC)Cc1ccccc1O | -9 | 1 | 1 | 12 | 3 | 3 | -4 | -6
O=c1nc(-c2ccccc2)c2cc(Br)ccc2[nH]1 | -7 | -1 | 10 | 0 | -9 | -4 | 3 | -11
COc1ccc(OC)c(N2C(=O)CC(NNC(=O)c3ccc4c(c3)OCO4)C2=O)c1 (stereo not given) | 7 | 5 | 1 | -23 | -8 | -2 | -3 | 2
CCOC(=O)CSc1nc2nc(C)cc(C)n2n1 | 3 | -7 | -4 | -6 | -6 | -2 | -21 | 0
COC(=O)c1sccc1NC(=O)C1C2C=CC(C2)C1C(=O)O (stereo not given) | -5 | 3 | -9 | 1 | -8 | -12 | -5 | -6
c1ccc2c(c1)ncn2-c1ccc(-c2ccnc(-c3ccncc3)n2)cc1 | 11 | -1 | 12 | 4 | 10 | 5 | 21 | -1
Cc1sc(NC(=O)CSc2nc(N)cc(N)n2)c(C#N)c1C | 7 | -2 | 2 | 2 | 7 | -5 | -43 | 1
COc1cccc(C2=CC(=O)C[C@H](c3ccc(F)cc3)C2)c1OC | -16 | 5 | 2 | 22 | 15 | 1 | -35 | 6
Cc1nn(-c2cc(N(S(C)(=O)=O)S(C)(=O)=O)c(Cl)cc2Cl)c(=O)n1C | 11 | -4 | -5 | 1 | -12 | 10 | 4 | -3
COc1ccc(CN(C)C(c2ccccc2)c2nnnn2-c2ccccc2C)c(OC)c1C (stereo not given) | -7 | 3 | -8 | 3 | 14 | -2 | -14 | -3
CCOC(=O)C1(Cc2ccccc2)CCN(Cc2nccn2CC)CC1 | -13 | -7 | -8 | 15 | 4 | -5 | -10 | -3
COc1ccccc1CC(=O)Nc1cccc(C(=O)Nc2nccs2)c1 | 2 | -4 | 1 | 8 | -15 | 5 | 8 | 1

Brought forward from above: six entries; new compounds follow.
SMILES | Jurkat NFkB inh | HKDC1 inh | SENP7 block | Gli-Sufu block | Apaf1 inhib | UBC13 inh | 697 NFkB inh | SENP8 inh
Cc1sc(NC(=O)CSc2nc(N)cc(N)n2)c(C#N)c1C | 7 | -2 | 2 | 2 | 7 | -5 | -43 | 1
COc1cccc(C2=CC(=O)C[C@H](c3ccc(F)cc3)C2)c1OC | -16 | 5 | 2 | 22 | 15 | 1 | -35 | 6
Cc1nn(-c2cc(N(S(C)(=O)=O)S(C)(=O)=O)c(Cl)cc2Cl)c(=O)n1C | 11 | -4 | -5 | 1 | -12 | 10 | 4 | -3
COc1ccc(CN(C)C(c2ccccc2)c2nnnn2-c2ccccc2C)c(OC)c1C (stereo not given) | -7 | 3 | -8 | 3 | 14 | -2 | -14 | -3
CCOC(=O)C1(Cc2ccccc2)CCN(Cc2nccn2CC)CC1 | -13 | -7 | -8 | 15 | 4 | -5 | -10 | -3
COc1ccccc1CC(=O)Nc1cccc(C(=O)Nc2nccs2)c1 | 2 | -4 | 1 | 8 | -15 | 5 | 8 | 1
CC(C(=O)N1CCc2ccccc21)N1CCc2ccccc2C1 (stereo not given) | -9 | 0 | 0 | 7 | 8 | 10 | 4 | -1
CN(CC(=O)Nc1cccc(F)c1)C(=O)CCC1CCCCC1 | 5 | -4 | 0 | -1 | 13 | 0 | -2 | -7
CC1CCN(C2=C(NS(=O)(=O)c3ccc(Cl)cc3)C(=O)c3ccccc3C2=O)CC1 | -42 | 4 | 14 | -8 | 46* | -45 | -23 | 5
COc1ccc(C(=O)Nc2nc(C)c3cc4c(cc3n2)OCO4)cc1 | 0 | -13 | 3 | -1 | -9 | 21 | 13 | 4
O=C(Nc1ccc(CN2CCOCC2)cc1)c1ccco1 | -60 | -5 | 5 | -46 | -4 | 5 | -38 | 10
O=C(CCSc1nc(-c2ccco2)cc(C(F)(F)F)n1)NCC1CCCO1 (stereo not given) | 9 | -6 | 3 | 11 | -8 | -7 | 24 | 4
CCCNC(=O)COC(=O)c1ccc(N2CCCC2)c([N+](=O)[O-])c1 | -2 | 11 | -8 | 13 | 9 | -20 | -5 | -10
Cc1ccc(NC(=O)Nc2cnccn2)cc1 | -47 | 1 | -14 | -15 | 6 | -5 | -49 | -19
CCN1CCN(C(=S)Nc2ccc(Cl)cc2)CC1 | -3 | -5 | 5 | 2 | -2 | 6 | -2 | 2
O=C(N1CCC(n2nc(-c3ccccc3)oc2=O)CC1)C1(c2ccc(Cl)cc2)CC1 | 8 | 0 | -3 | 12 | 27 | 2 | -2 | -2
CSc1ccc(C(=O)C2CCCN(C(=O)CCc3c(C)nn(C)c3C)C2)cc1 (stereo not given) | 19 | -9 | -8 | 39 | -6 | 17 | -43 | -4
CC1(C)CC(=O)c2cnc(NC3CC3)nc2C1 | -3 | -2 | -9 | -7 | -2 | -22 | -22 | -6
O=C(NCCN1CCCCC1)c1ccc(Oc2cc(Cl)cc(Cl)c2)o1 | -4 | -1 | 5 | -10 | 11 | 8 | -4 | -3
CCOC(=O)C1(C(F)(F)F)N=C(c2cccnc2)OC(N2CCCCC2)=N1 (stereo not given) | -3 | 16 | -1 | -9 | 5 | -16 | -55 | -15
CCCCN(C(=O)c1ccc(C)o1)c1c(N)n(CC(C)C)c(=O)[nH]c1=O | 4 | -3 | -2 | -4 | -1 | 5 | 3 | -7
COc1ccc(CC(=O)Nc2ccc(S(=O)(=O)Nc3nccc(C)n3)cc2)cc1 | 7 | 12 | 10 | 4 | -7 | 0 | 2 | 1
Cc1ccccc1NC(=O)NCc1ccc2c(c1)OCO2 | 4 | -6 | 5 | -17 | -5 | 2 | -12 | 5
COc1ccccc1NC(=S)N(Cc1cccnc1)Cc1ccco1 | 8 | 2 | 10 | -1 | -2 | -4 | 11 | -5
COc1cc(OC)c(NS(=O)(=O)c2ccc3c(c2)NC(=O)CO3)cc1Cl | 1 | -5 | 5 | 15 | -13 | 7 | -13 | -1
CN(Cc1ccccc1NCC(=O)Nc1ccccc1C#N)C1CCCCC1 | -17 | -7 | -3 | 13 | -1 | 9 | -17 | -5
c1ccc(-c2nc(-c3ccccn3)no2)cc1 | 3 | -6 | 101* | 13 | -8 | 3 | -71 | 95*
C=C(C)Cn1c(Sc2nc3ccccc3[nH]2)nc2c1c(=O)[nH]c(=O)n2C | 6 | -2 | -2 | 5 | 3 | 8 | 12 | -7
Cc1ccc2[nH]cc(CCNC(=O)c3cccs3)c2c1 | -9 | 5 | -8 | -10 | 2 | 4 | -6 | -11
O=c1c2cc(F)ccc2[nH]c(=S)n1CCCN1CCOCC1 | 8 | -3 | -1 | 1 | -14 | 11 | -8 | -8

Bioassay records: PubChem BioAssay, Sanford-Burnham Center for Chemical Genomics
